Screening results: PubChem, several laboratories
HTR5A ag ctr = HTR5A agonism, opioid heterodimer counter-screen; 340,000 tested, 0.61% active; HTR5A agonist assay, luminescence, cell-based; P47898; activation, % at 9.3 µM; in the data active means activation mostly above about 9.5%, no sharp cut-off; inactive means mostly below about 7.6%;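 further: 0% = cells with vehicle only and 100% = reference agonist; strong numbers were not always called active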
Target sequence (P47898 whole entry, looked up): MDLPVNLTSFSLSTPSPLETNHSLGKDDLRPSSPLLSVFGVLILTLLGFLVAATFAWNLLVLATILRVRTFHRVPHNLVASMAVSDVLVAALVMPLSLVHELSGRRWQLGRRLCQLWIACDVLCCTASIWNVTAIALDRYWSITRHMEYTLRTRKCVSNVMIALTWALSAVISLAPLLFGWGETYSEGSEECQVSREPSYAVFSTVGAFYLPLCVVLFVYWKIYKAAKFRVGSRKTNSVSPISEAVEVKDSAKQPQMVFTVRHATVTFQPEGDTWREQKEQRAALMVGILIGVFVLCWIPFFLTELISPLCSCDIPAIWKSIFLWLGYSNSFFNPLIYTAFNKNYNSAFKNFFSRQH
RTF Ca sens act = cardiac RTF calcium sensitization | P19429+P45379 | IANBD-labeled TnC RTF fluorescence at EC20 calcium; 0% EC20 calcium, 100% full calcium | activation, % at 7.2 µM | 340,000 tested, 0.24% active;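 active means activation above the mean over all tested compounds plus 3 SD, cut at about 30% in these data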;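 further: rise in fluorescence read as greater calcium sensitivity of cardiac thin filaments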
OPRM1-OPRD1 inv = inverse agonists of human mu-delta opioid receptor heterodimerization. inhibition, % at 9.3 µM. AID 504357. P35372+P41143. cell-based MOR-DOR heterodimer luminescence, inverse agonism. 340,000 tested, 0.21% active; in the data active means inhibition above about 22%, passing the limit was not always enough;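 further: 0% = cells with DMSO and 100% = wells without cells with DMSO; values of inactives mirror those of a sister screen read the other way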
OPRM1-OPRD1 ag = agonists of human mu-delta opioid receptor heterodimerization | P35372+P41143 | cells, OPRM1-OPRD1 heterodimerization, luminescence | activation, % at 9.3 µM | 340,000 tested, 0.3% active; in the data active means activation above about 18%;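 further: 0% = vehicle-treated cells and 100% = reference agonist; values of inactives mirror those of a sister screen read the other way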
CAL-PDZ inh HTS = CAL PDZ (human) peptide binding inhibition; Q9HD26; purified CAL PDZ, TMR-peptide fluorescence polarization, 1 h; inhibition, % at 24.9 µM; 300,000 tested, 0.92% active;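 active means mean inhibition of at least 30% with at least half of replicates also reaching 30%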;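 further: 0% = DMSO neutral control and 100% = excess unlabeled competitor peptide PRC23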
Cardiac RTF inh = cardiac RTF calcium desensitization. P19429+P45379. IANBD-labeled cardiac RTF, Ca2+ fluorescence. inhibition, % at 7.15 µM. 340,000 tested, 0.12% active. AID 493244;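 active means inhibition above the mean inhibition of all tested compounds plus 3 SD, cut at about 17% in these data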;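 further: assay run at fixed EC70 calcium of 1.6 mM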
V-ATPase pHluor = yeast V-ATPase proton transport regulation by pHLuorin | S. cerevisiae, pHLuorin cytosolic pH fluorescence | response, % at 10 µM | 350,000 tested, 0.37% active; in the data active means response mostly above about 7.3%, no sharp cut-off; inactive means mostly below about 5.4%; further: actives read high; inactives centre near 0; some compounds called inactive have numbers as strong as hits; reference of the scale not given here
HTR5A inv ag = inverse agonist of human HTR5A in OPRM1-OPRD1 counter-screen | 340,000 tested, 0.083% active | P47898 | AID 504634 | inhibition, % at 9.3 µM | HTR5A cell line, luminescence, inverse agonism; in the data active means inhibition mostly above about 23%, no sharp cut-off; inactive means mostly below about 18%;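 further: 0% = cells with DMSO and 100% = no-cell wells with DMSO; some compounds called inactive have numbers as strong as hits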
Keap1 Nrf2 FP = disrupts human Keap1 binding to Nrf2 peptide; 340,000 tested, 0.15% active; Keap1 Kelch-Nrf2 peptide fluorescence polarization, 1536-well; inhibition, % at 9.4 µM; Q14145; in the data active means inhibition above about 12%;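 further: human Keap1 Kelch domain with fluorescein labeled Nrf2 9mer peptide probe; 0% = neutral control wells and 100% = peptide positive control; higher means more block of Keap1 binding to Nrf2 peptide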
LANA DNA inh = blocks KSHV LANA C-terminal domain binding to DNA; MBP-C-LANA/FAM-LBS DNA binding, fluorescence polarization; inhibition, % at 9 µM; 340,000 tested, 0.078% active;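 active means highest replicate inhibition at or above 60% at 9 µM, even if other replicates fall short; inactive means all replicates below 60% inhibition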;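 further: 0% = neutral control wells and 100% = 4 µM acridine orange control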
* = called active by the depositor; nt = not tested or not shown.

structure	HTR5A ag ctr	RTF Ca sens act	OPRM1-OPRD1 inv	OPRM1-OPRD1 ag	CAL-PDZ inh HTS	Cardiac RTF inh	V-ATPase pHluor	HTR5A inv ag	Keap1 Nrf2 FP	LANA DNA inh
Cc1ccc(NC(=O)COC(=O)CCCC2=NS(=O)(=O)c3ccccc3N2)cc1C	2.8	-1.6	8.7	-1.6	-3.5	9.2	-1.2	15.8	-1.0	-0.4
COc1ccc(CCN2C(=NC(=O)CCC(=O)O)SC3CS(=O)(=O)CC32)cc1 (stereo unspecified)	2.5	1.4	7.3	-1.3	-0.4	-3.4	-4.6	-6.5	1.9	1.6
CCCCNC(C(=O)Nc1ccc([N+](=O)[O-])cc1Br)c1ccccc1 (stereo unspecified)	0.9	2.9	-27.8	5.8	-1.4	-0.4	-3.6	12.9	0.8	-1.3
O=C(COC(=O)CCNS(=O)(=O)c1ccccc1)NC(=O)c1ccccc1	0.3	1.0	-2.9	0.5	-1.9	8.6	4.9	-14.3	4.5	3.6
COc1ccc(CC(=O)Nc2ccc(-c3nc4cc(C)ccc4o3)c(O)c2)cc1OC	13.7*	6.3	-2.9	0.6	-2.9	-0.6	-1.3	5.4	-8.6	0.6
COc1ccc(/C(O)=C2/C(=O)C(=O)N(CCCN(C)C)C2c2cccc(Cl)c2)cc1OC (stereo unspecified)	7.2	1.1	6.2	-1.2	-2.8	1.1	-1.4	-0.1	1.2	0.4
Nc1c(C(=O)OCC2CCCO2)c2nc3ccccc3nc2n1C1CCCCC1 (stereo unspecified)	6.4	-2.0	-1.2	0.2	12.7	-0.7	-1.3	-26.5	-1.5	-0.4
O=C(c1cccc(Cl)c1)C1CCCN(C(=O)c2ccoc2)C1 (stereo unspecified)	1.4	3.3	3.9	-0.7	-2.4	0.2	2.1	-3.5	-0.7	1.1
Cc1cc(C(F)(F)F)c2sc(N)nc2n1	8.3	-1.9	-10.5	2.5	-3.6	-7.7	-1.9	-7.3	1.5	0.6
CCCc1ccc(OCC(=O)Nc2cc(S(=O)(=O)CC)ccc2O)cc1	0.6	1.4	10.1	-2.0	nt	1.2	-0.6	-2.3	2.5	0.5
COC(=O)c1sccc1NC(=O)CN(C)NS(=O)(=O)c1ccc([N+](=O)[O-])cc1	-5.0	8.2	-11.7	2.2	-3.3	-18.7	1.1	2.9	-6.2	0.1
Cc1cc(C)cc(NC(=S)NCc2cccs2)c1	3.3	8.0	-11.4	2.2	-6.0	-0.2	-0.6	-11.4	-4.4	-0.2
Cc1ccccc1C(=O)NNC(=O)/C=C\C(=O)O	-1.6	-3.5	13.4	-2.5	-1.5	2.6	-2.5	4.9	1.2	-0.1
Nc1cccc(-c2cn(-c3cc4cc(C#CC5(O)CCCCC5)ccc4oc3=O)nn2)c1	-2.9	2.2	-6.6	1.2	-9.1	-3.4	3.7	-14.8	-1.6	-0.5
O=C(OC1CCOC1=O)c1cc(S(=O)(=O)N2CCOCC2)c(Cl)cc1Cl (stereo unspecified)	-2.1	-2.5	5.9	-1.5	-0.3	-0.9	-5.0	7.0	-1.6	-0.3
COc1ccc(CCNCc2c(-c3ccccc3)n(C)c3ccccc23)cc1	-0.4	-3.3	-23.3	5.2	13.0	2.9	-0.3	1.6	-0.4	-0.5
COC(=O)CN1C(=O)CC(C)(C)S(=O)c2ccccc21 (stereo unspecified)	5.0	-2.5	1.6	-0.3	nt	-2.2	-1.0	-13.8	-1.0	-0.9
COC(=O)C1=C(C)N(CCCC(=O)O)C(=O)NC1c1ccc(C(F)(F)F)cc1 (stereo unspecified)	6.2	6.7	18.9	-3.4	1.0	-1.4	-2.2	3.7	-0.8	-0.8
O=C(CCCc1ccccc1)NCc1ccccc1Cl	0.8	-4.2	7.3	-1.6	-3.6	-1.0	-0.6	-2.9	-2.5	1.5
CC(C)(C)c1ccc(C(=O)Nc2sc3c(c2C(=O)O)CCC3)cc1	-1.2	3.9	5.5	-1.1	-4.5	-5.3	1.5	3.4	-1.3	0.5
COc1ccc(Cl)cc1NC(=O)C(C)N1CCc2ccccc21 (stereo unspecified)	1.4	1.6	-29.7	5.8	2.5	4.2	0.4	-3.9	-2.1	-1.1
O=C(Nc1cccc(C(=O)O)c1)/C(=C\c1ccc(F)cc1)NC(=O)c1ccco1	2.8	-5.4	2.0	-0.4	-6.8	3.5	-0.4	-7.9	5.7	1.6
Cc1ccc(CNC(=S)NCc2ccncc2)cc1	3.7	-1.2	9.7	-1.9	nt	2.2	-1.8	-5.8	-3.6	0.7
O=C(CSc1nc(C2CC2)nc2ccccc12)N1CCc2ccccc21	-2.2	-2.2	6.5	-1.2	-4.2	-1.7	1.5	6.2	0.3	-0.1
Cn1c(Cl)nc2c1c(=O)n(Cc1cccc(Br)c1)c(=O)n2C	-1.9	0.7	-0.5	0.1	0.6	6.7	0.6	-9.2	-2.4	-1.5
Cc1cc(C)c(S(=O)(=O)N2CCC(C(=O)OCc3c(C)noc3C)CC2)c(C)c1	3.0	2.0	6.7	-1.6	-3.9	-0.4	-1.1	-7.2	7.1	1.2
COc1ccccc1C1=NC(c2ccccc2)CN1c1ccccc1 (stereo unspecified)	4.6	3.8	5.9	-1.3	-0.2	-4.3	3.2	-17.2	2.1	1.9
CNC(=S)N(CCc1c(C)[nH]c2ccc(C)cc12)Cc1cccnc1	-5.0	-5.5	12.3	-2.1	0.2	-8.9	-4.9	14.7	-4.2	-0.6
CN1CCN(C2CC(=O)N(CCc3ccccc3)C2=O)CC1 (stereo unspecified)	-0.9	-4.5	14.9	-2.8	0.8	0.1	-3.8	-21.3	2.6	0.8
CCOC(=O)NC(=O)CSc1nnnn1-c1ccccc1	5.0	-1.3	-17.4	2.8	13.1	6.2	-2.8	-13.1	-4.7	0.3
C/C(=N/NC(=O)CNc1ccc(Cl)cc1C)c1ccc(C)cc1	2.5	-3.6	-33.6	4.6	-0.9	-24.9	8.5	-7.1	-4.2	-0.4
COc1ccc(-c2c(-c3cc(OC)cc(OC)c3)n(C)c3ccc(Br)cc23)cc1	2.2	5.1	11.9	-2.2	-1.7	-13.6	1.2	-27.7	-5.4	-1.0
CCOc1ccccc1NC(=O)c1cc(S(=O)(=O)NCc2ccco2)ccc1F	-0.3	4.5	-26.0	5.2	0.1	-2.7	3.4	8.1	-5.1	-1.1
CC(C)=C1C2CCC1C1C(=O)N(NC(=O)c3ccco3)C(=O)C21 (stereo unspecified)	2.7	1.6	5.0	-0.9	-0.7	-9.6	5.6	-9.4	0.8	-1.1
O=S(=O)(NC1CCCCC1N1CCN(c2ccc(F)cc2)CC1)c1ccccc1 (stereo unspecified)	-2.0	-4.2	3.1	-0.6	2.3	-0.9	2.3	26.2	2.6	0.5
CC(Sc1nc2ccccc2[nH]1)C(=O)NC1CCCCC1C (stereo unspecified)	1.5	-1.5	6.6	-1.2	19.8	-6.5	2.7	-5.5	0.4	1.3
COC(=O)C(Cc1c[nH]c2ccccc12)NC(=O)c1ccc2nc[nH]c2c1 (stereo unspecified)	4.4	4.3	9.6	-1.8	5.2	-2.5	-3.6	-14.4	3.7	1.0
Cc1snc(SCc2cccc(Cl)c2)c1C#N	1.6	-2.8	-13.2	2.9	-2.1	-2.8	1.2	-5.8	-2.9	-0.4
COc1ccc2c(c1)c1c3n2CCN(C)C3=NCC1	2.2	-0.3	-3.7	0.7	-3.7	-14.1	-3.0	-8.1	5.0	-1.6
COc1ccc(OCC(=O)Nc2cc3c(cc2C(=O)O)OCCCO3)cc1	5.2	-4.1	-4.5	0.8	-4.9	-21.0	0.0	-4.2	1.2	1.5
COc1cc(NC(=O)CN2CCN(S(=O)(=O)c3ccc(C(C)C)cc3)CC2)cc(OC)c1	-8.2	3.0	7.7	-1.9	-3.9	-7.5	1.2	19.5	-2.2	-2.0
Cc1ccc(C)c(NC(=O)CSc2nnc(C3CCCCC3)o2)c1	1.4	3.4	4.4	-0.6	-1.1	4.3	-2.8	7.0	2.2	1.9
O=C(CNC(=S)NC(=O)c1ccccc1Br)c1ccccc1	4.2	0.7	-43.0	6.3	-2.3	2.7	-1.9	-17.8	-3.9	-0.1
CCc1ncc(C(O)c2cccc3ccccc23)n1C (stereo unspecified)	-1.7	3.1	17.3	-3.3	-2.4	-5.0	3.3	-8.0	-3.1	0.2
CCc1c(C)sc(NC(=O)c2ccoc2C)c1C(N)=O	0.6	2.2	-2.9	0.5	-1.4	-1.2	2.8	-2.1	-3.2	0.4
Cc1c(N2C(=O)/C(=C\c3ccccc3O)SC2=S)c(=O)n(-c2ccccc2)n1C	0.6	4.8	1.7	-0.3	4.8	-11.4	3.7	-1.8	-3.5	0.9
CCCc1nnc(SCC(=O)Nc2ccc(C(=O)OCC)cc2)o1	1.7	6.2	4.9	-0.7	-1.3	-0.3	3.2	-7.8	-1.0	1.8
CCN(CC(=O)Nc1cccc(OC)c1)CC(=O)Nc1ccc(C)cc1Cl	6.9	-0.2	4.2	-0.9	66.4*	-2.7	2.5	-17.8	-2.8	1.0
NC(=NC1CCCCC1)c1ccc([N+](=O)[O-])cc1	5.2	0.6	3.8	-0.6	-0.9	5.3	-0.3	7.4	-3.8	1.5
COC(=O)CNS(=O)(=O)c1ccc(OC)cc1	0.6	0.6	14.0	-2.2	-2.3	-5.4	0.3	-5.6	-5.4	0.0
CC1(C)C(=O)Nc2ccccc2N1C(=O)COc1ncnc2c(Cl)cc(Cl)cc12	-3.3	6.7	-4.0	0.8	nt	3.9	-2.9	10.7	-1.6	-0.4
